# Assay outcomes deposited in PubChem BioAssay by The Scripps Research Institute Molecular Screening Center.
# M4 ag: agonists of human muscarinic M4 receptor (CHRM4); P08173; CHO-K1 hM4/Gqi5, Fluo-8 calcium fluorescence; vehicle 0%, full acetylcholine response 100%; activation, % at 3 µM; 0.14% of 360,000 active; AID 624127;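 active means activation above the run mean over all test wells plus 3 SD, cut at about 32% in these data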;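 further: peak over basal fluorescence ratio per well then scaled between controls; 0% = DMSO wells and 100% = acetylcholine at EC100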
# Target sequence (P08173 whole entry, looked up): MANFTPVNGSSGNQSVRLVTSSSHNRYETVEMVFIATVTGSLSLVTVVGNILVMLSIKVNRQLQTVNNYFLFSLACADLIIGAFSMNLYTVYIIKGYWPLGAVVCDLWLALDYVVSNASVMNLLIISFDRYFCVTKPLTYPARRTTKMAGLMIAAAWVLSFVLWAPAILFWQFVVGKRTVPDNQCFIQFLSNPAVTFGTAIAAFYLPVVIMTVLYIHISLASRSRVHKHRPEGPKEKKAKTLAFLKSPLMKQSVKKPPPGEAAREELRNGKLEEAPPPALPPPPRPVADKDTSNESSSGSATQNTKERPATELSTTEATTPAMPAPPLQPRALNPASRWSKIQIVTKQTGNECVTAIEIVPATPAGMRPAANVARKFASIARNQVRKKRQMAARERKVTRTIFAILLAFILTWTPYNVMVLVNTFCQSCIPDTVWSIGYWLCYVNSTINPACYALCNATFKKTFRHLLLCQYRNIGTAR
# CHRM4 antagonist: blocks acetylcholine activation of human M4 receptor; CHO-hM4 cells, ACh EC80, Fluo-8 calcium fluorescence; inhibition, % at 3 µM; 0.73% of 360,000 active; AID 624125;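 active means inhibition above its plate's cutoff, the mean inhibition of sample wells plus 3 SD, cut at about 27% in these data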;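 further: 0% = acetylcholine EC80 with DMSO and 100% = DMSO without agonist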
# CHRM1 PAM: potentiates human M1 receptor response to acetylcholine; CHO-K1 hM1, Fluo-8 calcium fluorescence, ACh EC20; 0% = ACh EC20, 100% = maximal ACh; activation, % at 3 µM; 0.088% of 360,000 active; AID 588819; in the data active means activation above about 19%, passing the limit was not always enough
# Target sequence (P11229 whole entry, looked up): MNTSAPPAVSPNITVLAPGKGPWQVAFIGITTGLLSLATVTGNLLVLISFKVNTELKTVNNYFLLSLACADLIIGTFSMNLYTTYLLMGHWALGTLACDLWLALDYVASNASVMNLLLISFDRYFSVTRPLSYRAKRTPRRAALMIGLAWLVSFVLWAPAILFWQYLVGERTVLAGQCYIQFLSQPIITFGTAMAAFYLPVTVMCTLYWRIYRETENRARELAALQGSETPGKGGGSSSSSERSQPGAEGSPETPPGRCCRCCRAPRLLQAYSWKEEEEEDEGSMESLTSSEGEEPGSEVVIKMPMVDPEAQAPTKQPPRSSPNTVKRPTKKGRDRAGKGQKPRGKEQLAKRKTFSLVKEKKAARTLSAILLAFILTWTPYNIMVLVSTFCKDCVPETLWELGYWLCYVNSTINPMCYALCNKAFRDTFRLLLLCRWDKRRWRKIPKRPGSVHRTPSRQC
# M1 ag parental: counter-screen for M1 agonists: effect in parental CHO-K1 cells; Fluo-8 calcium fluorescence; scaled to maximal ATP response, vehicle zero; activation, % at 3 µM; 0.48% of 360,000 active; AID 602248; in the data active means activation above about 15%;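 further: untransfected CHO-K1 host cells lacking M1 receptor as counterscreen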
# OXTR potentiator: human OXTR potentiation; activation, % at 3 µM; 0.061% of 320,000 active; P30559; CHO-OTR cells, Fluo-8 calcium fluorescence, potentiator mode; 0% = oxytocin EC15, 100% = EC100;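 active means activation above that plate's cutoff, the mean activation of tested compounds plus 3 SD, cut at about 6.6% in these data, passing the limit was not always enough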;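 further: 100% uses oxytocin at 75 nM as the full agonist control; some results filed as inactive read as strong as hits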
#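 Dosing: Single dose, 3.0 µM nominal final compound concentration | Material: Human OTR in CHO cells | Technique: Kinetic Fluo-8 calcium fluorescence | Benchmarks: EC15 oxytocin alone as 0%, 75 nM oxytocin as 100% | Probe or stimulus: Oxytocin at about EC15, sub-maximal agonist stimulus | Incubation: Compound 6 min at room temperature before oxytocin, 100 s read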
# M1 ag: human M1 muscarinic receptor agonism | P11229 | CHO-K1 hM1, Fluo-8 calcium fluorescence, agonist mode; 0% DMSO, 100% acetylcholine EC100 | activation, % at 3 µM | 0.33% of 360,000 active | AID 588814;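 active means activation above the run's mean compound activation plus 3 SD, cut at about 16% in these data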;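 further: peak over basal fluorescence ratio within a 140 s kinetic read after compound addition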
# CHO-K1 Ca antag: M1 antagonist counterscreen hit in parental CHO-K1 cells; inhibition, % at 3 µM; 0.6% of 360,000 active; ATP-induced calcium, Fluo-8 fluorescence;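 active means inhibition above a per-plate cutoff, the plate's mean sample inhibition plus 3 SD, cut at about 24% in these data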;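 further: 0% = DMSO plus EC80 ATP and 100% = DMSO alone without ATP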
# CHO parental Ca: counter-screen: ATP calcium response change in parental CHO cells; parental CHO-K1, ATP-induced calcium, Fluo-8 fluorescence; inhibition, % at 5.6 µM; 0.63% of 330,000 active; AID 463079;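 active means inhibition above that plate's mean sample inhibition plus 3 SD, cut at about 26% in these data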;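 further: 0% = ATP-challenged DMSO wells and 100% = DMSO wells without ATP; some compounds past the cut are filed as inactive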
#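 Assay system: parental CHO cells; Read-out basis: percent inhibition of ATP-evoked calcium rise, normalized to controls; Benchmarks: ATP and no-ATP DMSO wells; Compound dosing: single nominal dose of 5.6 µM per compound; Signal: Fluo-8 calcium dye fluorescence; Also added: ATP as calcium-mobilizing challenge; Repeats: singlicate.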
# M1 antag: human CHRM1 antagonism; P11229; inhibition, % at 3 µM; AID 588852; CHO-K1 hM1, Fluo-8 calcium fluorescence, ACh EC80 antagonist; 1.3% of 360,000 active;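 active means percent inhibition above its own plate's cutoff, namely the mean of that plate's compound wells plus 3 SD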;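 further: peak over basal fluorescence ratio during 140 s after agonist addition; 0% = ACh EC80 plus DMSO and 100% = DMSO alone without agonist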
# An asterisk follows results filed as active; · = not tested or not shown.
# The line under a structure holds: M4 ag	CHRM4 antagonist	CHRM1 PAM	M1 ag parental	OXTR potentiator	M1 ag	CHO-K1 Ca antag	CHO parental Ca	M1 antag
CCOC(=O)C1=C(Nc2ccccc2)CC(C)(O)C(C(=O)OCC)C1c1ccccc1 (stereo unspecified)
 : 1	7	7	0.7	-6	-5	-13	-15	-5
CC(C)(C)N(Cc1ccccc1)C(=O)CSc1nc2ccccc2c(=O)[nH]1
 : 4	-8	9	1.2	-3	7	-19	-20	-9
O=C(c1ccco1)N1CCN(CCCCOc2cccc3ccccc23)CC1
 : 9	-5	-11	6.0	-15	-5	-9	-28	3
CSc1nnc2c3cc(C)ccc3n(Cc3ccccc3)c2n1
 : 0	6	6	0.0	-10	-5	-3	-10	-11
COc1ccc(-n2nc(C)cc2Nc2ccccc2C(=O)O)cc1
 : 5	-2	8	2.1	-10	2	-12	-5	-1
C=CCSc1nnc2c(n1)OC(c1cccnc1)N(C(C)=O)c1ccccc1-2 (stereo unspecified)
 : 0	2	-15	0.2	-16	-4	-6	-11	12
Cc1ccc(C(C)(C)C)cc1S(=O)(=O)Nc1cccc(C(=O)N2CCN(c3ccccn3)CC2)c1
 : 16	4	-2	3.4	·	10	-1	·	8
Cc1cn(CC(=O)NCCCn2ccnc2)c(=O)[nH]c1=O
 : 1	-10	7	0.6	·	-2	-5	·	-3
CC(O)c1nc2ccccc2n1CCCCOc1ccccc1 (stereo unspecified)
 : 2	6	7	0.5	-4	-4	6	-16	-5
CC(=O)Nc1nnc(/C=C/c2cccc([N+](=O)[O-])c2)s1
 : 1	-11	11	0.7	-6	1	-16	-2	-14
O=C(O)C1CC(=O)N(Cc2ccc3c(c2)OCO3)C1 (stereo unspecified)
 : 1	5	-1	4.3	-2	-3	6	-1	2
Cc1ccc2nc(NC(=O)CSCC(=O)OCC(=O)c3ccccc3)sc2c1
 : 11	16	-5	2.0	-2	-7	2	-1	7
CCOc1ccc(NC(=O)CN(C)C(=O)CCN2C(=O)C3CC=CCC3C2=O)cc1OCC (stereo unspecified)
 : 2	7	4	0.9	-2	-3	-10	-7	-3
Cn1cnnc1SC1CCCCC1NS(=O)(=O)c1ccccc1 (stereo unspecified)
 : 1	-9	1	0.2	-3	-2	-3	-12	-6
Cc1ccc(NC(=O)c2ccc(OCC3CCCO3)cc2)c(C)c1 (stereo unspecified)
 : 1	3	11	2.6	0	-4	1	-3	-9

# In the list so far, these have an NH in an aromatic ring.
# The line under a structure holds: M4 ag	CHRM4 antagonist	CHRM1 PAM	M1 ag parental	OXTR potentiator	M1 ag	CHO-K1 Ca antag	CHO parental Ca	M1 antag
CC(C)(C)N(Cc1ccccc1)C(=O)CSc1nc2ccccc2c(=O)[nH]1
 : 4	-8	9	1.2	-3	7	-19	-20	-9
Cc1cn(CC(=O)NCCCn2ccnc2)c(=O)[nH]c1=O
 : 1	-10	7	0.6	·	-2	-5	·	-3

# Other records.
# The line under a structure holds: M4 ag	CHRM4 antagonist	CHRM1 PAM	M1 ag parental	OXTR potentiator	M1 ag	CHO-K1 Ca antag	CHO parental Ca	M1 antag
CSc1nc(SCCO)c2sc3nc(-c4ccco4)c4c(c3c2n1)CC(C)(C)OC4
 : -2	0	-14	-0.6	·	-6	4	·	21
CCn1c(SCc2ccc(F)cc2)nnc1-c1nn(-c2ccccc2)ccc1=O
 : 2	-5	1	0.9	-7	-2	-8	-5	-12
COc1ccccc1-c1coc2cc(OC(=O)N3CCOCC3)ccc2c1=O
 : 1	-9	-2	-0.1	-9	1	6	-7	4
CCOC(=O)C1(CCCc2ccccc2)CCN(C(=O)CN2CCOC2=O)CC1
 : 1	-5	13	2.7	-8	9	1	-12	-3
COC(=O)c1cc(NC(=O)Nc2cccc(Cl)c2)ccc1Cl
 : 20	20	-17	18*	-12	4	24*	14	32*
CCOC(=O)C1(CCCc2ccccc2)CCN(C(=O)CCOC)CC1
 : 2	-2	6	0.9	2	-5	10	-12	-4
O=C(CSc1nnc2c(n1)[nH]c1ccc(F)cc12)Nc1ccccc1F
 : 1	-11	15	0.3	-2	-2	4	2	-19
Cc1cccc(O)c1C
 : 1	-26	5	0.5	-8	-1	-9	-3	-14
COc1ccc(CN(C(=O)c2ccco2)c2ccc(C)cc2)cc1OC
 : -1	-4	8	0.0	-12	0	-11	-18	-7
CCOC(=O)C1=C(c2ccccc2)N=C2SCC(=O)N2C1c1ccc(O)c(OC)c1 (stereo unspecified)
 : 6	-9	2	2.2	-6	-5	-21	-27	-14
CCn1c(SCC(=O)NC2CC2)nnc1-c1ccccc1OC
 : 1	9	3	0.9	-5	-4	5	4	0
Cc1ccc(SCc2ccc(C(=O)Nc3ccccc3C(=O)NC(C)C)cc2)cc1
 : 0	-1	2	0.1	-8	-1	20	-14	-1
CN(C(=O)Nc1cnc2ccccc2c1)c1ccccc1
 : 1	3	8	1.2	-9	-2	-19	-10	-7
O=C(CSc1nc(-c2ccccc2)c(-c2ccccc2)[nH]1)Nc1ccc2c(c1)OCO2
 : -1	-1	-1	0.0	-7	1	3	-16	-2
CCN1C(=O)/C(=C2/C=Cc3ccccc3N2C)OC1=S
 : 0	4	5	-0.3	-3	-3	-10	-5	-9
Nn1c(SCC(=O)Nc2ccc(F)cc2)nnc1-c1cccnc1
 : 0	-8	6	1.0	1	-4	-11	-5	-5
C[C@@]12CCC3[C@@](CCC4[C@@]3(C)CCC[C@@]4(C)C(=O)NCc3ccccc3)(CC1=O)C2 (stereo partly specified)
 : 7	2	0	-0.6	-2	-3	-3	-22	-7
O=c1cc(Cc2ccc([N+](=O)[O-])cc2)[nH]c(=O)[nH]1
 : -2	4	15	0.3	·	-2	-4	·	-20
CN(Cc1ccccc1)C(=O)c1ccc(NC(=O)Cc2cccc([N+](=O)[O-])c2)cc1
 : 7	6	0	8.6	-9	-8	6	7	6
O=C(O)CCN(CCC(=O)O)S(=O)(=O)c1ccccc1
 : 0	9	2	0.1	-3	-2	2	4	11
Cc1nc2ccccc2nc1SCC(=O)c1ccccc1
 : 12	-3	-9	11	-7	-6	11	52*	14
CCCNC(=O)CC(NS(=O)(=O)c1ccc(Cl)cc1)c1ccco1 (stereo unspecified)
 : 1	-8	5	0.2	-2	-1	-6	-11	-32
CCOc1ccccc1N1C(=O)CC(Sc2ncccc2C(=O)O)C1=O (stereo unspecified)
 : 1	-9	-3	0.3	2	-2	-28	-6	3
O=C(CCc1ccccc1)NNC(=O)Nc1cccc(Cl)c1
 : 1	-7	13	0.8	7	-1	-16	-17	-21
O=C(NCCCCNC(=O)C1CCCC1)C1CCCC1
 : 0	-7	4	-0.1	0	-4	4	-3	-5
CC1(C)CC(=O)C=C(c2ccc(-c3ccc4[nH]ccc4c3)cc2)C1=O
 : 14	7	-6	6.2	·	4	7	·	12
CC(C)CCn1c(=O)c(C(=O)N/N=C/c2cccc(F)c2)c(O)c2ccccc21
 : 2	-5	7	0.3	-8	-4	-18	-3	-8
NC(=O)c1ccccc1N/C=C/C(=O)c1cccs1
 : 0	12	8	0.3	1	-4	-6	-20	-8
O=C(Nc1nnc(-c2ccccc2Cl)o1)c1cccnc1
 : 1	3	8	-0.1	3	0	-6	-8	2
O=C(NCc1ccc2c(c1)OCO2)c1ccncc1
 : 1	13	6	0.4	-1	-1	-1	9	-4

# Reprinted at random: six compounds from above
# The line under a structure holds: M4 ag	CHRM4 antagonist	CHRM1 PAM	M1 ag parental	OXTR potentiator	M1 ag	CHO-K1 Ca antag	CHO parental Ca	M1 antag
CCOc1ccccc1N1C(=O)CC(Sc2ncccc2C(=O)O)C1=O (stereo unspecified)
 : 1	-9	-3	0.3	2	-2	-28	-6	3
Nn1c(SCC(=O)Nc2ccc(F)cc2)nnc1-c1cccnc1
 : 0	-8	6	1.0	1	-4	-11	-5	-5
O=C(Nc1nnc(-c2ccccc2Cl)o1)c1cccnc1
 : 1	3	8	-0.1	3	0	-6	-8	2
O=c1cc(Cc2ccc([N+](=O)[O-])cc2)[nH]c(=O)[nH]1
 : -2	4	15	0.3	·	-2	-4	·	-20
O=C(NCc1ccc2c(c1)OCO2)c1ccncc1
 : 1	13	6	0.4	-1	-1	-1	9	-4
CCCNC(=O)CC(NS(=O)(=O)c1ccc(Cl)cc1)c1ccco1 (stereo unspecified)
 : 1	-8	5	0.2	-2	-1	-6	-11	-32

# The results go on.
# The line under a structure holds: M4 ag	CHRM4 antagonist	CHRM1 PAM	M1 ag parental	OXTR potentiator	M1 ag	CHO-K1 Ca antag	CHO parental Ca	M1 antag
CCOc1ccccc1OCCCC(=O)Nc1cc(S(=O)(=O)N2CCOCC2)ccc1OC
 : 6	3	0	0.2	-1	-2	5	-19	-9
CC(=O)C1=C(O)CC(c2ccccc2)CC1=NCCc1c(C)[nH]c2ccc(C)cc12 (stereo unspecified)
 : 8	-10	1	1.9	-4	-3	-5	-8	-4
N#Cc1nc(-c2ccccc2)oc1N1CCN(C(=O)c2ccco2)CC1
 : 1	-11	1	0.2	-2	-3	-5	-7	-9
O=C(c1ccncc1)N1CCN(C2CCC(c3ccccc3)CC2)CC1 (stereo unspecified)
 : 5	12	-2	1.7	-7	0	-11	-8	11
CC(C)(C)OC(=O)NOCC(=O)N(Cc1ccccc1)CC(O)COc1ccccc1 (stereo unspecified)
 : 16	-6	10	1.8	-11	10	1	-4	10
Cc1c(Cl)c(C(=O)N2CCCCCC2)nn1C
 : 2	-17	18	0.1	3	-3	-7	-4	-19
CCN(CC)S(=O)(=O)c1ccc(-c2nnc(SCC(=O)Nc3ccc(OC)cc3)o2)cc1
 : 1	-7	-1	0.2	2	-4	0	6	6
COC(=O)c1ccccc1S(=O)(=O)Oc1ccc(-c2ccc(C(=O)O)cc2)cc1
 : 2	-14	8	3.1	-8	-2	-18	6	-16
O=S(=O)(c1ccccc1)c1ncc(C(F)(F)F)cc1Cl
 : 0	2	1	0.2	·	-7	19	·	1
CCCCn1c(N)c(N(CCC(C)C)C(=O)COC(=O)c2ccc([N+](=O)[O-])s2)c(=O)[nH]c1=O
 : 3	6	0	0.6	-7	-1	-11	-12	-4
C=CCn1c(COc2ccc(Cl)cc2)nnc1SCC(=O)c1c(N)n(C)c(=O)n(C)c1=O
 : 1	1	3	0.2	-3	-4	-6	2	-6
CC(C)CN(C)Cc1c(C(=O)N2CCc3ccccc3C2)nc2ccc(Cl)cn12
 : -1	-12	4	0.9	-1	-8	-16	-22	-8
COC(=O)C1=C(C)N(Cc2cccnc2)C(=O)/C1=C\c1sccc1C
 : 0	-4	5	7.7	-5	-7	-28	-13	-2
CC(=O)c1c(C(C)=O)c(C)n(-c2cccc3cccnc23)c1C
 : 2	-5	0	1.3	-9	-3	-15	-8	16
COc1ccc(/C=C2/C(=O)ON=C2C)cc1Cl
 : 1	0	12	1.8	-6	-4	-12	0	-11

# The order is random. About 2.9% of those tested had a hit in this group.
